From PubChem BioAssay
Wnt act: activates Wnt/beta-catenin signaling in a reporter cell assay. actives 1.2% (n = 300,000). activation, % at 9.35 µM. activator, plate reader; in the data active = activation above about 30%, passing the limit was not always enough;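 note: 0% = neutral control wells and 100% = positive control wells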
Numbers without * were called inactive. An excerpt; rates above refer to the full screens.

Wnt act | Molecule
-0.9 | CC(C)C[C@@H](CN1CCC[C@H]1CN1C(=O)C(=O)NC[C@@H]1Cc1ccccc1)N1C[C@H](Cc2ccc(O)cc2)N(CC2CCCCC2)C(=O)C1=O
-4.6 | CCCCCc1c(-c2ccccc2)ncn1CCc1ccccc1OC
0.5 | CCCS(=O)(=O)NC(=O)C1(C)CCCN(C(=O)c2oc3ccccc3c2C)C1 (stereo not given)
-2.0 | O=C(CC[C@H]1O[C@@H](n2cnc3c(NC(=O)c4ccccc4)ncnc32)[C@H](O)[C@@H]1O)NCc1ccc(OC(F)(F)F)cc1
-0.4 | CC(=O)C[C@H]1SC[C@@H](C(C)C)N1S(=O)(=O)c1ccc(C)cc1
-2.2 | O=c1[nH]c(=S)[nH]c2c1[C@H](CCc1cccc(Cl)c1)O[C@H](C1CC1)C2
-0.2 | CCN(CC)c1ccc2nc3c4ccccc4c(=O)cc-3oc2c1
-0.6 | Cc1ccc2cccc(OC(=O)c3c(F)cccc3Cl)c2n1
-1.6 | Cc1cccc(CN2[C@H](COCc3ccccc3)C=CS2(=O)=O)c1
0.1 | Cc1ccc(S(=O)(=O)N2[C@@H](c3cccc(Cl)c3)C(C(=O)OC(C)(C)C)=CC[C@H]2c2ccc(C(C)C)cc2)cc1
0.4 | CC(C)Oc1ccc(S(=O)(=O)N2CCOCC2)cc1NC(=O)CC1CC2CCC1C2 (stereo not given)
-1.2 | O=C1OCC2=Nc3cccc4cccc(c34)N12
-1.6 | CC(=O)C1=C(C)N(Cc2ccc(Br)cc2)C(=S)NC1c1cccc(F)c1 (stereo not given)
-0.6 | CC1(C(=O)NS(=O)(=O)c2ccc(Cl)cc2)CCN1C(=O)c1ccco1 (stereo not given)
-0.5 | CCOC(=O)C1=CCN(S(=O)(=O)c2ccccc2C)C1c1ccc(C)cc1 (stereo not given)
0.3 | CCc1ccc(C(O)c2ncc(-c3ccccc3C)[nH]2)cc1 (stereo not given)
-2.8 | O=C(NCc1cccc(C(F)(F)F)c1)c1ccc2sc([C@H]3C[C@H](O)[C@@H](CO)O3)nc2c1
-0.3 | CCOC(=O)C1(C)CCN1C(=O)c1ccc(OC)c(OC)c1 (stereo not given)
-5.7 | Cc1ccc(S(=O)(=O)N2[C@@H](CO)CO[C@H]2CC(=O)c2cccc3ccccc23)cc1
-1.4 | Cc1cn([C@H]2C[C@H](O)[C@@H](/C=C/C(=O)NCCc3cccnc3)O2)c(=O)[nH]c1=O
-3.8 | Cc1ccc(S(=O)(=O)N2[C@H](CC(=O)c3cccc4ccccc34)OC[C@@H]2C)cc1
15.7 | CSCCC(c1nc2ccccc2[nH]1)n1c(-c2ccc3ncccc3c2)nc2ccccc21 (stereo not given)
-2.8 | CN1CCN(C(=O)c2cc3c(c(-c4cccc(-c5cccnc5)c4)n2)[C@H](CCO)N(C(=O)CC2CC2)C3)CC1
-1.6 | CC1(C(=O)NS(=O)(=O)C2CC2)CCCN(C(=O)c2ccc(C(F)(F)F)cc2)C1 (stereo not given)
-7.2 | CCCNC(=O)C1(C)CCCN(Cc2ccc(Cl)cc2)C1 (stereo not given)
0.3 | COc1cccc(CNc2nc3cc(-c4cccc(C(=O)NCCO)c4)sc3c(=O)n2C)c1
-0.2 | O=C(CNC(=O)/C=C/c1ccccc1)N=Nc1c(O)n(Cc2ccccc2)c2ccccc12
-0.9 | COc1ccc(-c2cc(N3CCN(CCO)CC3)n3nccc3n2)cc1
-9.1 | C=CCCC1CN(Cc2ccc(OC)cc2)S(=O)(=O)c2c(cccc2Sc2ccc(OC)c(OC)c2)O1 (stereo not given)
-0.2 | COc1ccc(CNC(=O)c2cn(Cc3ccc(OC(C)=O)cc3)c(=O)s2)cc1
-5.4 | COC(=O)c1ccc(Cn2c(C)c(C(=O)NCc3cccc(C(F)(F)F)c3)sc2=O)o1
-1.1 | CC(C)C[C@H]1CN([C@@H](Cc2ccccc2)CN2CCC[C@@H]2CN2C(=O)C(=O)NC[C@@H]2Cc2ccc(O)cc2)C(=O)C(=O)N1CCc1ccccc1
16.2 | Fc1cccc(Cc2c(-c3ccco3)nc3c4ccccc4ccn23)c1
-2.5 | COC(=O)C[C@@H]1CC[C@H](NC(=O)Cc2ccccn2)[C@@H](CO)O1
-1.0 | OC[C@@H]1CN(CCN2CCOCC2)C[C@H](n2cnc3c(NC4CC4)ncnc32)O1
-3.9 | CN(C)c1ccc(-c2ccnc3c2CC(C)(C(=O)Nc2ccc(Cl)c(C(F)(F)F)c2)O3)cc1 (stereo not given)
-2.7 | CN1CCOc2c1cnn(CCO)c2=O
-2.8 | COc1cccc(C(C)(O)c2nc(-c3ccc(OC)nc3)cs2)c1 (stereo not given)
-0.7 | CCCCNC(=O)c1nc(C2CCN(S(=O)(=O)c3c(F)cccc3F)CC2)oc1-c1cccc(C(F)(F)F)c1
5.8 | OC(c1ccccc1)c1nc(-c2csc3ccccc23)cs1 (stereo not given)
-2.5 | COc1ccc(C2=Nc3ccccc3NC(=O)C2N(CCc2ccccc2)C(=O)c2cccs2)cc1 (stereo not given)
-0.6 | O=C(Nc1ccccc1)Nc1nnc([C@H]2C[C@H](O)[C@@H](CO)O2)s1
4.2 | N#Cc1cccnc1N1CCN(C(=O)c2[nH]c(C(F)(F)F)nc2-c2ccccc2)CC1
-0.7 | COCCNC(=O)c1[nH]c(C(F)(F)F)nc1-c1ccccc1
-0.8 | COc1cc(C(O)c2nc(-c3cccc(C(C)C)c3)cs2)ccc1F (stereo not given)
2.5 | C=CCN1C(=O)c2n[nH]c(COC)c2C1c1ccc2c(c1)OCO2 (stereo not given)
-1.2 | CCCCNC(=O)C[C@@H]1C[C@@]2(C(=O)OCC)CCCC=C2N(Cc2ccc(Cl)cc2Cl)C1=O
11.0 | O=C(N=Nc1ccc(NOC(=O)c2ccccc2Br)cc1)c1ccccc1O
0.7 | COc1ccc(C(=O)N/C(=C\c2cn(S(=O)(=O)N(C)C)c3ccccc23)C(=O)N2CCCC2)cc1
1.0 | O=C1c2ccccc2C(c2nnnn2Cc2ccccc2)N1Cc1cccnc1 (stereo not given)
-1.0 | CCCCn1nc(C(=O)N(C)Cc2nc3ccccc3c(=O)[nH]2)c2ccccc2c1=O
-3.4 | COCCN1C[C@@H](CO)O[C@@H](n2cnc3c(NCC(C)C)ncnc32)C1
-0.4 | COc1cccc(C(C)(O)c2nc(-c3ccc4c(c3)OCO4)cs2)c1 (stereo not given)
0.1 | O=[N+]([O-])c1cccc(N=Cc2sc3ccccc3c2O)c1
-2.3 | COc1ccc(CN2C(=O)COc3ccccc3C2c2nc3ccccc3[nH]2)cc1 (stereo not given)
-1.6 | O=C(Nc1cccc2ccccc12)c1csc([C@@H]2O[C@H](CO)[C@H](O)[C@H](O)[C@H]2O)n1
-0.2 | Cc1cccc(C)c1NC(=O)C1(C)CSCC(=O)N1CCCN1CCOCC1 (stereo not given)
5.8 | CCCCNC(=O)C1(C)CCCCN1C(=O)c1cc(-c2ccccc2)cs1 (stereo not given)
-0.9 | CC(=O)Nc1ccc(-c2ccnc3c2CC(C)(C(=O)NCc2ccc(N4CCN(C)CC4)cc2)O3)cc1 (stereo not given)
-0.9 | CC1(C(=O)NCC2CCOCC2)Cc2c(-c3cccc(C(F)(F)F)c3)ccnc2O1 (stereo not given)

A section of the results above, as a working copy:
Wnt act | Molecule
-1.6 | CC1(C(=O)NS(=O)(=O)C2CC2)CCCN(C(=O)c2ccc(C(F)(F)F)cc2)C1 (stereo not given)
-7.2 | CCCNC(=O)C1(C)CCCN(Cc2ccc(Cl)cc2)C1 (stereo not given)
0.3 | COc1cccc(CNc2nc3cc(-c4cccc(C(=O)NCCO)c4)sc3c(=O)n2C)c1
-0.2 | O=C(CNC(=O)/C=C/c1ccccc1)N=Nc1c(O)n(Cc2ccccc2)c2ccccc12
-0.9 | COc1ccc(-c2cc(N3CCN(CCO)CC3)n3nccc3n2)cc1

Continued:
Wnt act | Molecule
-0.5 | CC1(Oc2cccc(C#N)c2)CCN(Cc2ccccc2OC(F)F)C1 (stereo not given)
4.9 | CC(C)(C)c1ccc(S(=O)(=O)N2CCN(C(=O)C(=O)c3cccc(C(F)(F)F)c3)CC2)cc1
-1.2 | NC(c1csc(Nc2ccc(C(=O)c3ccccc3)cc2)n1)c1ccccc1Cl (stereo not given)
-0.6 | COC(=O)CC1N(S(=O)(=O)c2ccc(C)cc2)c2ccccc2C1(C(=O)OC)C(=O)OC (stereo not given)
-1.3 | CC1(Oc2cccc(F)c2)CCN(Cc2csc3ccccc23)C1 (stereo not given)
-18.2 | CCCCCCC(=O)N1C/C=C\C(c2ccc(OC)cc2)N(Cc2ccc(F)cc2)C(=O)[C@H]1Cc1ccccc1 (stereo not given in full)
-24.5 | COC(=O)C1=C(C)N(Cc2ccc(C(F)(F)F)cc2)C(=NCc2ccc(OC)cc2)NC1c1cccc(Cl)c1 (stereo not given)
0.7 | CCCC(=O)N1CCCC1(C)C(=O)N(C)Cc1cccc2ccccc12 (stereo not given)
-2.0 | COCCN=C1Sc2ccccc2[C@@H]2C[C@H]3[C@H](CON3C)CN12
2.5 | COC(=O)c1cn(-c2nc3ccccc3s2)nn1
-1.5 | Cc1nc(NC(=O)c2ccccc2)sc1-c1cc(C(=O)NCCO)nn1Cc1ccccc1
-2.7 | O=C(Nc1ccc2ccccc2c1)C(c1ccccc1)n1c(=O)c(-c2cc3ccccc3[nH]2)nc2ccccc21 (stereo not given)
0.1 | C[C@@H]1COc2cccc(N3CCC[C@H]3CO)c2S(=O)(=O)N1
-1.7 | COc1ccc(OC)c(C(O)c2ncc(-c3cccc(C(F)(F)F)c3)[nH]2)c1 (stereo not given)
0.7 | Cc1ccsc1C(=O)N1CCCC(C)(C(=O)NS(=O)(=O)C2CC2)C1 (stereo not given)
5.4 | COc1ccccc1Cc1c(-c2cccc(Cl)c2)nc2ccc(Br)cn12
2.0 | COc1cc2c(cc1OC)[C@@]1(c3ccccc3)CCCC[C@H]1[C@@H]2NC(=O)C(F)(F)F
-0.2 | COC(=O)C[C@H]1CC[C@@H](NC(=O)Nc2ccc3c(c2)OCO3)[C@@H](CO)O1
-0.8 | Nc1ccn([C@@H]2O[C@H](C(=O)Nc3ccc(Oc4ccccc4)nc3)[C@@H](O)[C@H]2O)c(=O)n1
0.8 | O=C(C=Cc1ccc(OCc2ccccc2)cc1)c1c(F)cccc1F
-0.1 | CCCS(=O)(=O)NC(=O)C1(C)CCN(C(=O)c2ccccc2F)C1 (stereo not given)
-4.1 | COc1ccc(OC(F)(F)F)cc1CC1(C)C(=O)Nc2ccc(S(=O)(=O)NC3CCCCC3)cc21 (stereo not given)
-3.0 | O=C(N[C@H](Cc1ccccc1)C(=O)NCCCN1CCCC1=O)[C@H]1O[C@@H](n2ccc(=O)[nH]c2=O)[C@H](O)[C@@H]1O
-1.3 | CC(=O)c1ccc(-c2cnc3c(NC=O)cc(-c4cnn(C)c4)cn23)cc1

Retrieved by compound from above, 2 records:
Wnt act | Molecule
0.1 | C[C@@H]1COc2cccc(N3CCC[C@H]3CO)c2S(=O)(=O)N1
-4.1 | COc1ccc(OC(F)(F)F)cc1CC1(C)C(=O)Nc2ccc(S(=O)(=O)NC3CCCCC3)cc21 (stereo not given)

Next section.
Wnt act | Molecule
-1.2 | COC(=O)c1ccc(CNC(=O)/C=C/[C@H]2O[C@@H](n3cc(C)c(=O)[nH]c3=O)C[C@@H]2O)cc1
-0.5 | CC(C)CNC(=O)c1ccc(-c2ccc(F)c(F)c2)c2ccoc12
-0.4 | CCCCN(C=O)c1c(CC)nc2c(OCc3ccc(C(F)(F)F)cc3)cccn12
-27.8 | N#CC1=C(N)N2C(=C(C#N)C1c1ccc(Br)cc1)Nc1ccccc12 (stereo not given)
-1.0 | CC(C)CNC(=O)C1(C)CCCN1C(=O)c1c(Cl)cccc1Cl (stereo not given)
-1.3 | C=CS(=O)(=O)N(C(=C)C(=O)OC)S(C)(=O)=O
-5.0 | CCCOc1ccc(F)cc1-c1cc(C(=O)NCc2cccc(C(F)(F)F)c2)[nH]n1
-8.2 | COCCc1ccc(OC2(C)CCN(Cc3cccn3-c3nccs3)C2)cc1 (stereo not given)
-5.3 | CCOC(=O)[C@]12CCCC=C1N(Cc1ccccc1)C(=O)[C@H](CC(=O)NCc1cccc(C(F)(F)F)c1)C2
11.2 | O=C(Nc1ccc2c(c1)Cc1cc([N+](=O)[O-])ccc1-2)C(F)(F)F
-1.9 | COCCN1Cc2cc(C(=O)OC)c3c(c2C1=O)c1cc(F)ccc1n3S(=O)(=O)c1ccc(C)cc1
15.0 | COc1ccc(C2=Nc3ccccc3N(C(=O)c3ccc(C(F)(F)F)cc3)C2C(=O)Nc2ccc3c(c2)OCCO3)cc1 (stereo not given)
1.4 | CC1(Cc2cccc(C(F)(F)F)c2)C(=O)Nc2c(Cl)cccc21 (stereo not given)
0.8 | CC(C)(C)c1ccc(CC(=O)N2CCC2(C)C(=O)NS(=O)(=O)c2ccccc2)cc1 (stereo not given)
-0.9 | O=C(NC1CCCC1)C1c2ccccc2OCC(=O)N1CCc1ccccc1 (stereo not given)
-6.8 | CCCCCCN(C(=O)CCCCCN1C(=O)NC(c2ccccc2)C(C(=O)OCc2ccccc2)=C1C)C(C(=O)NCCCC)c1ccc(OCC(=O)OC)c(C(=O)OC)c1 (stereo not given)
-0.7 | CCOC(=O)C(=O)N(C)c1c(CC)nc2c(OCc3ccccc3C)cccn12
-1.6 | FC(F)(F)c1ccccc1-c1ccc2nncn2c1
5.1 | O=C1CCC(NC(=O)Cc2ccccc2)C(=O)N1 (stereo not given)
-1.6 | COc1ccccc1Cc1c(-c2ccco2)nc2ccc(Cl)cn12
11.3 | Fc1cccc(Cc2c(C3CCCCC3)nc3c4ccccc4ccn23)c1
5.3 | CCCc1nc2c3ccccc3ccn2c1Cc1ccc(C)cc1
-0.9 | OC(c1ccc(F)c(F)c1)c1nc(-c2ccc(Cl)cc2)cs1 (stereo not given)
5.6 | CC1OC(CCc2cccc(Cl)c2)Cc2[nH][nH]c(=O)c21 (stereo not given)
6.8 | O=C(c1cnc(Cc2c[nH]c3ccccc23)c(I)c1)N1CCCCC1
-2.6 | Cc1ccc(S(=O)(=O)Nc2ccc(Cl)cc2O)cc1
-3.8 | CC1(C(=O)NS(=O)(=O)c2cccc(F)c2)CCN1C(=O)C/C=C/c1ccccc1 (stereo not given)

3 compounds from above, sorted by their value in Wnt act, low to high.
Wnt act | Molecule
-1.6 | FC(F)(F)c1ccccc1-c1ccc2nncn2c1
5.1 | O=C1CCC(NC(=O)Cc2ccccc2)C(=O)N1 (stereo not given)
5.6 | CC1OC(CCc2cccc(Cl)c2)Cc2[nH][nH]c(=O)c21 (stereo not given)
